Screens: PubChem BioAssay, Sanford-Burnham Center for Chemical Genomics
UPR CHOP act = activators of apoptotic CHOP UPR arm, primary screen, cell-based, CHO-CHOP luciferase reporter, luminescence, uHTS; actives 0.34% (n = 330,000); UPR activation; percent of tunicamycin response over DMSO baseline; activation, % at 10 µM;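 active = at 10 µM dose, activation of 40% or more, normalized to positive control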;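 note: 100% = tunicamycin at 10 µg/mL and 0% = DMSO alone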
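System: CHO CHOP reporter cells. Amount: 500 cells per well. Buffer or medium: F12 medium, 10% FBS. Compound dosing: one dose, 10 µM in 0.5% DMSO. Incubation: 6 h compound exposure at 37 °C after overnight seeding. Technique: Steady-Glo luciferase luminescence. Benchmarks: tunicamycin and DMSO controls.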
APJ antagonist = antagonists of human apelin receptor APJ, primary screen, CHO-K1 cells, beta-arrestin complementation, luminescence | inhibition, % at 20 µM | actives 0.32% (n = 330,000) | AID 2521, 2010;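 active = inhibition above about 40% at 20 µM, limit read from the data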;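 note: cells challenged with 10 nM apelin-13 agonist together with compound; plate controls were apelin-13 plus DMSO wells for no effect and DMSO wells lacking apelin-13 for full effect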
Target sequence (P35414 whole entry, looked up): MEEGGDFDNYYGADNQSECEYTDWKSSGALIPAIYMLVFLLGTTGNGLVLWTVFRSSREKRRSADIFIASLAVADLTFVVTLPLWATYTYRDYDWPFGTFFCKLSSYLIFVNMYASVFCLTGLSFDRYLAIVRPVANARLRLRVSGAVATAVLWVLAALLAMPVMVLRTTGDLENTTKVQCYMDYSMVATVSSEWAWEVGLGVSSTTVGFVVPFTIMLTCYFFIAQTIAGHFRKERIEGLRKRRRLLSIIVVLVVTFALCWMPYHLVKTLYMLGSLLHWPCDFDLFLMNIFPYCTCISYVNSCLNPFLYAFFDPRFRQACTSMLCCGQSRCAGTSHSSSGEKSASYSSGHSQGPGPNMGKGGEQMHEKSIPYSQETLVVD
tim23-1 inh = growth inhibitors of tim23-1 mutant yeast, primary screen, luminescence, uHTS; actives 1.3% (n = 330,000); inhibition, % at 20 µM; S. cerevisiae tim23-1 growth, BacTiter-Glo luminescence, 24 h; AID 463212, 2010;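 active = growth inhibition of the mutant yeast at or above 50%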;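 note: temperature-sensitive mutant grown at 25 °C; plate controls were DMSO-treated mutant yeast for no effect and medium wells lacking yeast for full effect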
Mdm2 MdmX PPI = inhibitors of human Mdm2-MdmX association, primary screen, cell-based, luminescence, split luciferase, SaOS-2, uHTS. SaOS-2 split-luciferase Mdm2/MdmX complementation. inhibition, % at 8 µM. actives 3% (n = 330,000);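 active = inhibition of at least 50% at 8 µM in the primary screen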
Jurkat NFkB inh = inhibitors of induced NF-kB luciferase reporter, primary screen, TCR NF-kB activation inhibitor project, cell-based, luminescence, uHTS. Jurkat, PMA/ionomycin-induced NF-kB luciferase reporter. inhibition, % at 4 µM. actives 0.53% (n = 330,000). AID 435003, 2010; in the data active = inhibition above about 50%
697 NFkB inh = inhibitors of PMA/ionomycin-induced NF-kB reporter, 697 cells, primary screen, B-cell NF-kB inhibitor project, cell-based, luminescence, uHTS. actives 0.33% (n = 330,000). 697 B-cell NF-kB luciferase reporter, 16 h. inhibition, % at 4 µM; in the data active = inhibition above about 35%
XBP1 UPR activ = activators of adaptive XBP1 UPR arm, primary screen, cell-based, CHO-XBP1 luciferase reporter, luminescence, uHTS | activation, % at 20 µM | actives 0.33% (n = 330,000) | IRE1-XBP1 UPR activation; percent of tunicamycin response, DMSO as zero;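 active = versus positive control, 20 µM dose yields 30% or more activation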;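 note: 100% = tunicamycin at 10 µg/mL and 0% = DMSO only wells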
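Material: IRE1-XBP1 luciferase reporter CHO line / Quantity: one thousand reporter cells per well / Buffer or medium: F12 with 10% serum / Compound: 20 µM single concentration, DMSO 1% / Times: 6 h treatment, 37 °C / Detection: Steady-Glo luciferase glow luminescence, 10 min after reagent addition / Benchmarks: tunicamycin high, DMSO low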
APJ ag = agonists of human apelin receptor APJ, primary screen, CHO-K1 cells, PathHunter beta-arrestin, luminescence; 0% DMSO wells, 100% apelin; activation, % at 20 µM; actives 0.11% (n = 330,000); AID 2520, 2010;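 active = activation more than six SD over the plate average, tested at 20 µM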;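 note: 0% = DMSO alone and 100% = apelin-13 at 10 nM; some results filed as inactive read as strong as hits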
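assay system = CHO-K1 APJ beta-arrestin complementation cell line | input = cell density 1000 per well | dosing = compound 20 µM once, DMSO 1% | timing = compound 90 min 25 °C, reagent 1 h | measured by = luminescence from split beta-galactosidase complementation, Galacton Star/Emerald II substrate | read-out basis = APJ agonist activity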
Active calls of the source: *.

SMILES	UPR CHOP act	APJ antagonist	tim23-1 inh	Mdm2 MdmX PPI	Jurkat NFkB inh	697 NFkB inh	XBP1 UPR activ	APJ ag
CCc1ccc(CN2CCCC(CNC(=O)c3cccc(OC)c3OC)C2)cc1 (centres undefined)	2.3	3	2	15	-2	-9	-2	-3
CSc1ccccc1NC(=O)COC(=O)Cc1cccs1	-1.2	12	8	0	14	5	-4	-3
CCOC(=O)c1c(NC(=O)c2ccc(Br)o2)sc2c1CCCC2	-1.7	7	11	-16	-1	15	-2	-4
COCCNC(=O)NC(=O)CN1CCCc2ccccc21	-1.0	-1	8	-9	0	-7	4	-1
CCS(=O)(=O)c1nc(S(=O)(=O)c2ccc(C)cc2)c(N2CCN(C)CC2)s1	-0.7	-13	-1	23	18	-9	1	-3
CNc1ccc([N+](=O)[O-])cc1-c1nc2ccccc2[nH]c1=O	-0.9	8	-13	15	-5	0	-1	-4
Cc1cc(C(F)F)nn1CC(=O)Nc1cc([N+](=O)[O-])ccc1F	1.7	24	14	-6	-1	17	-1	-4
Cc1cc(C)c(NC(=O)CNC(=O)c2ccc3c(=O)n4c(nc3c2)CCC4)c(C)c1	0.7	12	10	-7	-2	18	3	-3
N#C/C(=C\c1ccc(F)c(F)c1)C(=O)NC1CCCCC1	-2.2	-4	68*	8	-10	5	-2	-2
CCOC(=O)C1CCN(C(c2cc3c(C)ccc(C)c3[nH]c2=O)c2nnnn2C2CCCCC2)CC1 (centres undefined)	6.1	-7	30	8	2	-31	-1	-1
O=C(O)CCCn1cc(NC(=O)c2sc3ccccc3c2Cl)cn1	1.2	11	9	1	13	11	2	-6
CC(C)CN(C(=O)CN1CCOCC1)c1c(N)n(CC(C)C)c(=O)[nH]c1=O	1.4	13	10	-12	9	0	-2	-1

Profiles as entered above. Screens in order: UPR CHOP act | APJ antagonist | tim23-1 inh | Mdm2 MdmX PPI | Jurkat NFkB inh | 697 NFkB inh | XBP1 UPR activ | APJ ag
Entry for `CSc1ccccc1NC(=O)COC(=O)Cc1cccs1` = -1.2 | 12 | 8 | 0 | 14 | 5 | -4 | -3
Entry for `Cc1cc(C(F)F)nn1CC(=O)Nc1cc([N+](=O)[O-])ccc1F` = 1.7 | 24 | 14 | -6 | -1 | 17 | -1 | -4

The list goes on:
SMILES	UPR CHOP act	APJ antagonist	tim23-1 inh	Mdm2 MdmX PPI	Jurkat NFkB inh	697 NFkB inh	XBP1 UPR activ	APJ ag
O=C(COC(=O)c1ccc([N+](=O)[O-])o1)NC1CCCCC1	0.3	-14	17	16	6	-9	0	2
CC(C)C(NC(=O)c1ccc(F)cc1)C(=O)NC1(C)CCS(=O)(=O)C1 (centres undefined)	1.5	-16	-2	6	-4	10	2	-1
Nc1nc(SCc2ccccc2)ns1	9.6	-5	-21	-36	-36	-50	5	3
CN1C(=O)CC(C(=O)O)SC1=Nc1cc(Cl)c(O)c(Cl)c1 (centres undefined)	-2.6	14	3	13	5	1	-1	-5
O=C(C1CCN(c2nnnn2-c2ccccc2)CC1)N1CCN(c2ccccc2)CC1	-1.0	-7	12	-32	-7	-1	-4	-2
Cc1ccnc(NS(=O)(=O)c2ccc3ccccc3c2)n1	-0.3	1	6	19	-9	11	-4	-3
Clc1ccc2nc(C3CCN(Cc4nnnn4C4CCCCC4)CC3)[nH]c2c1	-0.2	6	4	23	9	6	0	-2
O=C(c1ccc(-c2ccccc2)cc1)N1CCN(C(=O)c2ccco2)CC1	-2.0	8	9	21	6	-9	-2	-3
CN(C(=O)c1ccncc1)c1nnc(-c2ccccn2)s1	2.1	10	0	-21	-15	-38	0	-1
CCOc1cccc(C(=O)Nc2cccc(C(=O)NCC(C)C)c2)c1	-0.7	1	7	9	5	6	0	-4
O=C(Nc1ccccc1)N1CCCC(c2nc(-c3cccs3)no2)C1 (centres undefined)	-0.1	6	8	-29	-8	13	2	0
CC(=O)Nc1ccc(N2CCN(c3ccc(C(F)(F)F)cn3)CC2)nc1	-0.1	-2	20	12	-6	-66	-1	-1
CC(C)C[C@@H](CN=[N+]=[N-])N1CCN(Cc2ccccc2)CCC1=O	-0.6	-26	26	-2	-6	-31	1	11
O=c1c2ccccc2nc(SCc2ccccc2F)n1C1CCCC1	1.2	16	20	-17	33	-9	-1	-1
CN(C(=O)c1ccc(OC2CCN(CCc3ccccc3)CC2)cc1)C1CCCCC1	4.4	-9	15	-6	-4	-8	11	-2
O=C(c1cccc(C(F)(F)F)c1)N1CCC(O)(CS(=O)(=O)Cc2ccccc2)CC1	-2.2	16	4	18	-2	3	1	-5
CCc1nnc(NC(=O)c2nc3nccc(C)n3n2)s1	-0.4	5	13	-3	8	16	-4	2
COc1ccc(OC)c(S(=O)(=O)N2CCC(C(=O)NCCc3ccc(OC)c(OC)c3)CC2)c1	1.3	6	-2	3	-11	11	-2	-1
Cc1ccc(-n2nc(-c3cccnc3)cc2C(=O)N2CCOCC2)c(C)c1	0.0	18	5	6	-3	-9	-5	3
O=C(N/C(=C/c1ccc2c(c1)OCO2)C(=O)N1CCOCC1)c1cccs1	-1.1	6	9	1	12	11	-2	3
O=C(NC1CCCC1)C1C2C=CC3(CN(Cc4cccs4)C(=O)C13)O2 (centres undefined)	1.0	-44	-8	23	-12	11	-2	-4
OCCCNc1c2c(nc3cc(-c4ccc(Cl)cc4)nn13)CCC2	4.8	-16	30	4	-7	-15	4	0
NS(=O)(=O)c1ccc(Sc2ccc3c(c2)CCC3)nc1	-0.5	4	11	19	-5	-2	0	-2
N#Cc1ccccc1NC(=O)COC(=O)CCc1ccccc1	0.5	10	23	27	2	17	7	-5

13 of the compounds above, with bars between the fields.
molecule | UPR CHOP act | APJ antagonist | tim23-1 inh | Mdm2 MdmX PPI | Jurkat NFkB inh | 697 NFkB inh | XBP1 UPR activ | APJ ag
CN(C(=O)c1ccncc1)c1nnc(-c2ccccn2)s1 | 2.1 | 10 | 0 | -21 | -15 | -38 | 0 | -1
CCOc1cccc(C(=O)Nc2cccc(C(=O)NCC(C)C)c2)c1 | -0.7 | 1 | 7 | 9 | 5 | 6 | 0 | -4
O=C(Nc1ccccc1)N1CCCC(c2nc(-c3cccs3)no2)C1 (centres undefined) | -0.1 | 6 | 8 | -29 | -8 | 13 | 2 | 0
CC(=O)Nc1ccc(N2CCN(c3ccc(C(F)(F)F)cn3)CC2)nc1 | -0.1 | -2 | 20 | 12 | -6 | -66 | -1 | -1
CC(C)C[C@@H](CN=[N+]=[N-])N1CCN(Cc2ccccc2)CCC1=O | -0.6 | -26 | 26 | -2 | -6 | -31 | 1 | 11
O=c1c2ccccc2nc(SCc2ccccc2F)n1C1CCCC1 | 1.2 | 16 | 20 | -17 | 33 | -9 | -1 | -1
CN(C(=O)c1ccc(OC2CCN(CCc3ccccc3)CC2)cc1)C1CCCCC1 | 4.4 | -9 | 15 | -6 | -4 | -8 | 11 | -2
O=C(c1cccc(C(F)(F)F)c1)N1CCC(O)(CS(=O)(=O)Cc2ccccc2)CC1 | -2.2 | 16 | 4 | 18 | -2 | 3 | 1 | -5
CCc1nnc(NC(=O)c2nc3nccc(C)n3n2)s1 | -0.4 | 5 | 13 | -3 | 8 | 16 | -4 | 2
COc1ccc(OC)c(S(=O)(=O)N2CCC(C(=O)NCCc3ccc(OC)c(OC)c3)CC2)c1 | 1.3 | 6 | -2 | 3 | -11 | 11 | -2 | -1
Cc1ccc(-n2nc(-c3cccnc3)cc2C(=O)N2CCOCC2)c(C)c1 | 0.0 | 18 | 5 | 6 | -3 | -9 | -5 | 3
O=C(N/C(=C/c1ccc2c(c1)OCO2)C(=O)N1CCOCC1)c1cccs1 | -1.1 | 6 | 9 | 1 | 12 | 11 | -2 | 3
O=C(NC1CCCC1)C1C2C=CC3(CN(Cc4cccs4)C(=O)C13)O2 (centres undefined) | 1.0 | -44 | -8 | 23 | -12 | 11 | -2 | -4

(continued)
SMILES	UPR CHOP act	APJ antagonist	tim23-1 inh	Mdm2 MdmX PPI	Jurkat NFkB inh	697 NFkB inh	XBP1 UPR activ	APJ ag
Cc1cc(C(=O)NCc2ccc3c(c2)OCO3)n(-c2ccccc2)n1	2.5	-3	16	-18	13	13	-2	-6
Cc1ccc(SC(CC(=O)c2ccc(F)cc2)C(=O)O)cc1 (centres undefined)	-1.3	-12	20	-2	13	5	-3	0
O=C(O)c1ccc(-n2nnnc2Oc2cccc3cccnc23)cc1	0.9	0	18	7	-18	-3	1	-1
O=C(Nc1ccc(Cl)cc1)c1nc[nH]c1C(=O)NCc1ccccc1	-1.2	7	15	45	2	11	1	-2
Cc1ccc(CN2CN(S(=O)(=O)c3cccs3)c3nc4ccccc4nc32)cc1	0.0	20	-12	-16	-20	-37	-4	-2
CC1(C)OC(=O)CC1C(=O)NCc1ccccc1 (centres undefined)	-0.5	-2	9	4	-2	-12	-2	-3
CCN(CC)c1ccc(NC(=O)COC(=O)c2cccs2)cc1	2.4	1	3	21	10	11	4	-2
NS(=O)(=O)c1ccc(NC(=O)CSc2nc3ccccc3n2-c2ccccc2)cc1	1.4	6	-19	6	12	-14	1	-3
CC(C)N1CCC(N2CCN(Cc3nc4ccccc4s3)CC2CCO)CC1 (centres undefined)	-0.8	-13	5	5	-16	9	3	-4
CS/C(N)=N/N=C/c1cc(C)ccc1O	6.1	10	39	-92	-98	-105	1	-3
COc1ccc(C2(c3ccc(OC)cc3)NC(=O)N(CC(=O)Nc3ccc(OC(F)F)cc3)C2=O)cc1	2.7	-18	-2	19	23	3	0	-4
COc1ccc(-c2[nH]n(-c3ccc([N+](=O)[O-])cc3)c(=O)c2C=NCc2ccncc2)cc1	1.7	25	33	30	0	11	2	-2
O=C1CCCN1CN(C(=O)c1ccccc1)c1ccc(F)cc1	-0.8	-11	3	4	-7	18	2	-4
COc1ccc(C2CC(c3ccc(C)o3)=NN2C(C)=O)cc1 (centres undefined)	13	-10	11	-52	-27	-32	1	-1
O=C(NCc1cccs1)c1cccn2c(=O)c3sccc3nc12	-0.3	6	-1	22	-1	24	-1	-1
Cn1c(=O)n(-c2ccccc2)c(=O)c2c3c(sc21)COC(C)(C)C3	-1.7	10	9	4	6	10	0	-1
O=C(O)CCCc1nc(-c2ccccc2)no1	0.1	-5	-2	-2	8	-5	1	-1
CC(=O)N1CCN(C(=O)c2cc(S(=O)(=O)N3CCN(c4ccccc4)CC3)ccc2Cl)CC1	1.7	-8	11	-10	17	7	-4	-5
Cc1cccc(OCCC(=O)Nc2nnc(C)s2)c1	3.0	10	-2	20	2	-1	-2	0
CCCn1c(SC(C(=O)Nc2cc(C)ccc2OC)c2ccccc2)nc2ccccc2c1=O (centres undefined)	0.8	9	7	14	-3	-12	0	-2
Cc1ccccc1CN1C(=O)c2ccccc2Sc2ccc(C(=O)NCCCN3CCOCC3)cc21	1.4	-4	-121	24	-12	-13	-2	-3
COc1ccc(CCC(=O)OCC(=O)Nc2c(C)nn(-c3ccccc3)c2C)cc1	0.0	10	5	5	-8	10	-3	5
O=Cc1c(Sc2ccccn2)nc2ccccn2c1=O	-2.3	0	8	17	9	-2	4	-7
O=C(CC1COc2ccccc2O1)Nc1ccccn1 (centres undefined)	-0.2	3	17	-2	9	27	2	0
Cn1c(=O)c2[nH]c(CCCC(=O)O)nc2n(Cc2ccccc2)c1=S	0.0	15	15	31	20	7	-1	7
